Screening results (PubChem BioAssay)
DAX1 inh-1 – inhibitors of human orphan nuclear receptor DAX1 (NR0B1); P51843; HEK293 Gal4-DAX1 luciferase reporter, luminescence; inhibition, % at 6.75 µM; 0.99% of 340,000 active; AID 504766;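 active means inhibition above the mean over all tested compounds plus 3 SD, cut at about 4.2% in these data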;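 further: 0% = DAX1-transfected cells with DMSO and 100% = empty-vector control cells with DMSO; inhibition shows as a rise in luminescence from relieved DAX1 repression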
SMARCA2 activ – activators of SMARCA2 function; activation, % at 9.1 µM; AID 652017; 1% of 370,000 active; MG213 cells, MMTV-luciferase reporter, dexamethasone, overnight; in the data active means activation above about 7.8%;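 further: 0% = vehicle wells and 100% = reference activator wells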
PLC-gamma1 inh – blocks human PLC-gamma1 enzyme activity; purified PLC-gamma1, fluorogenic substrate, fluorescence; AID 720700; inhibition, % at 12.2 µM; P19174; 0.84% of 370,000 active; in the data active means inhibition above about 9.5%
Rev-erbA mod – modulates human Rev-erb alpha binding to DNA. Rev-erbα–FITC-DNA binding, fluorescence polarization, 90 min. 0.79% of 370,000 active. activity, % at 10 µM;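 active means activity above about 14%, limit read from the data; passing the limit was not always enough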;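 further: 0% = DMSO wells with 35 nM protein and 100% = DMSO wells with 750 nM protein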
hcDAF12 agonist – activates DAF-12 receptor from parasite H. contortus | AID 652067 | activation, % at 6.8 µM | 1.4% of 370,000 active | HEK293 hcDAF-12 lit1-tk-luc reporter, luminescence; 0% DMSO, 100% Δ7-dafachronic acid;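 active means activation above the mean of all tested compounds plus 3 SD, cut at about 5.5% in these data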;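 further: 100% = response to 3 µM Δ7-dafachronic acid high control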
MBD2 inh – blocks human MBD2 binding to methylated DNA; inhibition, % at 4.4 µM; TR-FRET, MBD2 binding to methylated oligonucleotide; 0.31% of 370,000 active; in the data active means inhibition above about 13%
ADAM17 inh – ADAM17 inhibition, QFRET primary screen. P78536. inhibition, % at 6.95 µM. recombinant ADAM17, EDANS/DABCYL FRET peptide cleavage. AID 720648. 0.83% of 370,000 active;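 active means inhibition above the mean of compounds lying between control limits plus 3 SD, set per campaign, cut at about 8.5% in these data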;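 further: 0% = DMSO-only wells as the low control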
hgDAF-12 ag – activates the H. glycines DAF-12 receptor ligand-binding domain | activation, % at 6.8 µM | 1.8% of 370,000 active | HEK293 GAL4-hgDAF12 UAS-luciferase reporter, agonist luminescence; normalized to butyrate control;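 active means activation above a cutoff set at the mean of all screened compounds plus 3 SD, cut at about 10% in these data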;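 further: 0% = DMSO wells and 100% = sodium butyrate wells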
ssDAF-12 act – activates DAF-12 receptor from parasite S. stercoralis; 1% of 370,000 active; HEK293 ssDAF-12/GRIP1 lit1-tk-luc reporter, luminescence; % of 3 µM dafachronic acid response; AID 652126; activation, % at 6.8 µM;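 active means activation above the mean over all tested compounds plus 3 SD, cut at about 0.9% in these data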;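 further: 0% = DMSO-only wells and 100% = 3 µM delta7-dafachronic acid wells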
DAX1 inh-2 – blocks DAX1 repression of SF-1 activated StAR promoter. HEK293T StAR-luciferase reporter, SF-1/DAX-1 repression relief. inhibition, % at 6.8 µM. 1.1% of 370,000 active. AID 652010;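 active means inhibition above the mean over all tested compounds plus 3 SD, cut at about 3.6% in these data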;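 further: 0% = DAX-1 cells with DMSO and 100% = cells lacking DAX-1 with DMSO; higher inhibition means more luminescence from relief of DAX-1 repression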
PLCb3 inh – inhibitors of human phospholipase C beta3; Q01970; Purified PLC-beta3, fluorogenic substrate, fluorescence; inhibition, % at 12.2 µM; 0.18% of 370,000 active; in the data active means inhibition above about 11%;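 further: 0% = median of compound wells on plate and 100% = full blocker control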
Target sequence (Q01970 whole entry, looked up): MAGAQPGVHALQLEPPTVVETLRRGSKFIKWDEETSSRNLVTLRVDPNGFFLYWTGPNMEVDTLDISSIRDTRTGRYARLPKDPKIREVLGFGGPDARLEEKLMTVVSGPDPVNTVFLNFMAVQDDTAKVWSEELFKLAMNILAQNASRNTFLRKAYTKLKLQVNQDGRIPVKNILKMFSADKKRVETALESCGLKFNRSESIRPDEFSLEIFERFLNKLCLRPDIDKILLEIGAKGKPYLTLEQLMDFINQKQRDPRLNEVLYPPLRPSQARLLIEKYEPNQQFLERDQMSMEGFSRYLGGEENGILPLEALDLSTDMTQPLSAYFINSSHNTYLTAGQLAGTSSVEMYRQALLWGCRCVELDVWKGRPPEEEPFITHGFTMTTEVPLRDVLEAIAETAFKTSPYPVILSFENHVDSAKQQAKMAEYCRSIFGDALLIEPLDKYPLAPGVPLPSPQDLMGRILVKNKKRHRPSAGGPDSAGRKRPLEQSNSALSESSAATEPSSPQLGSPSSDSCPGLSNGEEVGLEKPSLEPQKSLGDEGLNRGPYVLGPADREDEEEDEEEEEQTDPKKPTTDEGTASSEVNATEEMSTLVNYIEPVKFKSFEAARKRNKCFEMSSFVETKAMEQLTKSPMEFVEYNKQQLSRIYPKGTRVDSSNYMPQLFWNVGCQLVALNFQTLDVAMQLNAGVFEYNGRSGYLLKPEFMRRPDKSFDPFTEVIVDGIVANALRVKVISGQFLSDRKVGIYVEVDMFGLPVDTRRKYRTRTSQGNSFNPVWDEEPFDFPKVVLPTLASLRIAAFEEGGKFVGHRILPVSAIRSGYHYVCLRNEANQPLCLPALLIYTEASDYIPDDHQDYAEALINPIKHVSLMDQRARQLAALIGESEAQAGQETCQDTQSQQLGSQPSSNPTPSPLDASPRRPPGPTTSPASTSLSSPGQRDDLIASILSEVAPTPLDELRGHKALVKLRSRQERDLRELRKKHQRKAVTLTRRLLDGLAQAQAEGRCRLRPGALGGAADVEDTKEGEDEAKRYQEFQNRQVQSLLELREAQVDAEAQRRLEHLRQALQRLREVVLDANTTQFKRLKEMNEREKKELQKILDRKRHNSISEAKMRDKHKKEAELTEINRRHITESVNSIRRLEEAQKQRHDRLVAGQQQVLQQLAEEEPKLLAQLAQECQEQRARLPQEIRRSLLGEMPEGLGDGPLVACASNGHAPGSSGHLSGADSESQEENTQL
* hit, by the source's call; x = no result given; & = joins results of further samples.

SMILES	DAX1 inh-1	SMARCA2 activ	PLC-gamma1 inh	Rev-erbA mod	hcDAF12 agonist	MBD2 inh	ADAM17 inh	hgDAF-12 ag	ssDAF-12 act	DAX1 inh-2	PLCb3 inh
C=CCOC(=O)Nc1nc(CCNC(=O)OCc2ccccc2)c(C(=O)OC)s1	x	0	0	-2	-0.6	2	-3	3.0	-1.2	1.2	1
COc1cc(/C=N/NC(=O)CCNC(=O)c2ccccc2Cl)ccc1O	-1.6	-2	0	-4	-1.3	-2	-7	-0.7	0.0	-0.2	-3
CCSc1nsc(NC(=O)Nc2ccccc2F)n1	1.4	3	-4	-7	2.4	4	1	11*	-0.5	0.2	-6
COc1ccc(-c2cc3nc(C)cc(N4CC(C)CC(C)C4)n3n2)cc1 (centres undefined)	-0.6	0	-53	-2	0.6	-4	-4	-1.3	-0.9	-0.1	-59
CS(=O)(=O)c1cc(C(=O)O)cc(NCc2ccccc2)c1Oc1ccccc1	1.8	0	-18	12	-0.3	-4	-68	0.8	-1.0	0.5	-19
CC(NC(=O)NC12CC3CC(CC(C3)C1)C2)C1CCCO1 (centres undefined)	7.2*	-1	-1	3	0.2	0	0	3.0	-0.1	1.0	0
C/C(CC(=O)Nc1cccc(Cl)c1C)=N\NC(=O)C(=O)NCC(C)C	-0.6	-1	-1	2	0.0	2	1	2.1	-0.5	-0.1	3
CSc1nnc(C)c(=O)n1COC(=O)COc1ccc2ccccc2c1	-0.7	3	-1	-1	2.3	1	1	0.7	-1.3	-0.2	-2
CN(CC(=O)Nc1ccc(C#N)cc1)Cc1ccc(Cl)cc1Cl	-1.3	0	4	3	-1.1	-7	2	-1.4	-1.4	-1.0	2
CC(C)NC(=O)N(C)C[C@H]1OCCCC[C@H](C)Oc2ccc(NC(=O)NC3CCCCC3)cc2C(=O)N([C@H](C)CO)C[C@@H]1C	1.9	-2	-2	-5	0.9	1	-4	-1.1	-0.9	0.4	-21
COc1ccc(N(Cc2ccc(N(C)C)cc2)C(=O)c2ccc(S(C)(=O)=O)cc2)cc1	-1.1	0	-1	-3	-0.3	2	-1	0.2	-0.4	-0.1	-7
CNC[C@@H]1OCc2ccccc2-c2ccccc2C(=O)N([C@@H](C)CO)C[C@@H]1C	0.8	-1	4	-1	-1.1	-2	-5	-1.6	-2.1	0.6	4
C=Cc1cccc(NC(=O)COc2ccccc2)c1	2.7	3	0	2	0.1	1	-3	1.8	-1.1	0.6	0
CCOc1cc(CNCc2ccccn2)ccc1OCC(=O)NC(C)(C)C	-1.0	-3	2	6	-2.4	0	-3	-2.2	-1.6	-0.9	2
CC(c1ccco1)N(Cc1ccco1)C(=O)Nc1ccccc1 (centres undefined)	-0.3	0	-3	-4	0.8	3	-3	1.2	-0.8	0.1	0
Nc1nc(SCC(=O)Nc2ccc(OC(F)(F)F)cc2)[nH]c(=O)c1NC(=O)c1ccc(Br)o1	-0.6	-2	7	1	-0.5	-3	5	0.9	-0.9	1.3	-2
COc1ccc(NC(=O)c2cc(C(=O)Nc3ccc(OC)cc3OC)cc([N+](=O)[O-])c2)c(OC)c1	1.5	-3	2	-3	-2.5	2	-2	1.4	-0.7	0.2	-4
O=C(NCc1ccccc1Cl)c1cccc(NC(=O)c2ccccc2)c1	-1.1	-1	2	1	-1.9	-3	5	-4.8	-1.7	0.0	5
Nc1cc(Cl)ccc1C(=O)OCC(=O)N1CCOCC1	1.1	-1	-149	-5	-1.2	0	-374	4.6	-1.1	-0.7	-209
CCCNC(=O)C1CN(S(=O)(=O)c2ccc(Cl)s2)c2ccccc2O1 (centres undefined)	-0.6	4	3	2	-0.8	-4	-4	-1.3	-0.9	1.9	2

Three entries already listed, arranged by molecular weight, rising:
SMILES	DAX1 inh-1	SMARCA2 activ	PLC-gamma1 inh	Rev-erbA mod	hcDAF12 agonist	MBD2 inh	ADAM17 inh	hgDAF-12 ag	ssDAF-12 act	DAX1 inh-2	PLCb3 inh
C=Cc1cccc(NC(=O)COc2ccccc2)c1	2.7	3	0	2	0.1	1	-3	1.8	-1.1	0.6	0
CC(c1ccco1)N(Cc1ccco1)C(=O)Nc1ccccc1 (centres undefined)	-0.3	0	-3	-4	0.8	3	-3	1.2	-0.8	0.1	0
CCCNC(=O)C1CN(S(=O)(=O)c2ccc(Cl)s2)c2ccccc2O1 (centres undefined)	-0.6	4	3	2	-0.8	-4	-4	-1.3	-0.9	1.9	2

Later entries.
SMILES	DAX1 inh-1	SMARCA2 activ	PLC-gamma1 inh	Rev-erbA mod	hcDAF12 agonist	MBD2 inh	ADAM17 inh	hgDAF-12 ag	ssDAF-12 act	DAX1 inh-2	PLCb3 inh
COc1ccc(F)cc1S(=O)(=O)Nc1ccc2c(c1)OCO2	0.3	-2	-1	-2	-2.0	-1	-4	-1.8	-0.7	0.0	0
COc1cccc(NC(=O)N2CCN(c3cccc(C)c3)C(C)C2)c1 (centres undefined)	-0.8	1	4	-3	-1.4	-4	-1	1.2	-1.4	-0.7	2
CCOC(=O)C(C)n1nc(/C=C/c2ccccc2)ccc1=O (centres undefined)	2.1	1	-73	-5	-0.8	1	-39	-0.7	-1.2	-0.4	-108
COc1ccc(N2CCN(Cc3nc4c(c(=O)[nH]c(=O)n4C)n3Cc3cccc(Cl)c3)CC2)cc1	0.5	-3	-3	4	-1.0	3	-1	2.3	-1.9	-0.5	3
COc1ccc(S(=O)(=O)N2CCC(C(=O)NC3CCCC3)CC2)cc1OC	1.1	-1	3	1	-1.2	-1	0	-0.3	-1.7	1.1	-2
O=c1cc(NCCCO)c2ccccc2o1	-0.2	-3	-3	-4	0.1	-1	0	-1.8	-1.6	0.0	6
O=C(N/N=C/c1ccc([N+](=O)[O-])cc1)c1cccs1	x	1	0	-4	-0.8	3	-2	3.4	0.3	0.8	-5
O=C(CSCc1ccc([N+](=O)[O-])cc1)Nc1cccc(C(=O)Nc2ccccc2C(=O)O)c1	-0.2	-1	4	2	-1.9	1	1	-1.2	-1.4	0.0	-4
Cc1cc(C)n(CCCNC(=O)c2cc(COc3ccc(C)c(C)c3)on2)n1	-0.1	2	-1	5	-0.6	3	2	1.2	-1.3	-0.6	-4
Cc1ccc(-c2csc(NCCn3c(C(F)(F)F)nc4ccccc43)n2)cc1	0.7	0	2	3	-0.1	3	4	0.4	-0.6	0.2	2
O=C(CN[C@@H](Cc1c[nH]c2ccccc12)C(=O)NCCc1c[nH]c2ccccc12)NC1CCCCC1	x	x	1	-2	3.7	-6	0	-0.2	-0.5	x	2
Cc1ccc(Cn2nnc3c(=O)[nH]c(C4CCCN(S(=O)(=O)c5ccccc5F)C4)nc32)cc1 (centres undefined)	0.1	2	4	7	0.6	3	-1	4.2	-1.2	0.3	1
O=C(NC1CCCCCC1)c1ccc[nH]c1=S	-0.6	-4	5	3	1.3	-1	0	4.8	-0.8	0.1	-3
CC(=O)Nc1ccc(S(=O)(=O)NC2(C(F)(F)F)C(=O)Nc3c2c(=O)[nH]c(=O)n3Cc2cccnc2)cc1 (centres undefined)	0.1	1	3	-5	0.0	4	-2	3.8	-1.8	0.0	1
CC(=O)Nc1nc2ccccc2n1CCOc1ccccc1Cl	-1.2	0	1	3	-0.2	3	0	0.4	-0.5	0.4	3
CC1CCCN(CC(=O)Nc2ccc(S(=O)(=O)N3CCCC3)cc2)C1 (centres undefined)	0.6	-3	2	-1	-0.8	8	-7	-1.4	-1.0	0.1	-11
Cc1ccc(S(=O)(=O)N(C)c2c(C)ccc(S(=O)(=O)Nc3ccncc3)c2C)cc1	-0.1	-2	3	-10	2.7	5	1	1.2	-1.0	-0.4	0
Cc1ccccc1NC(=S)NC(=O)COc1ccccc1C	0.1	0	4	2	0.7	1	2	2.1	-0.7	0.0	-5
Fc1cccc(CSc2ncnc3c2oc2ccccc23)c1	0.1	1	8	122*	1.0	4	2	1.4	-1.2	0.6	6
O=C(CCl)N1CCCC1c1ccc2c(c1)OCCO2 (centres undefined)	-1.8	-3	-1	-3	1.2	6	-3	-3.9	-1.2	-0.8	-10
CC(=O)N1CCN(c2ccc(NC(=O)c3ccco3)cc2)CC1	1.6	3	3	-2	4.7	3	-7	8.6	1.9*	0.7	-5
CCOc1ccc(C(=O)N[C@H](C(=O)NNC(=O)c2cccs2)C(C)C)cc1	2.8	-2	2	7	-0.4	-5	-2	-0.8	-0.2	0.0	2
O=C1CC(c2ccc3c(c2)OCO3)N=C2N(CC3CC3)C/C(=C/c3ccccc3)N12 (centres undefined)	x	x	-5	0	-3.8	-1	-3	-2.7	-1.9	x	-5
CCOC(=O)C=Nc1c(N)n(C)c(=O)n(C)c1=O	0.2	-4	-13	-5	0.5	4	-10	1.2	0.4	-0.3	-14
CCOC(=O)C(CCCCCOc1ccc([N+](=O)[O-])cc1)C(=O)OCC	0.6	-4	3	1	-2.7	2	1	-0.7	-2.0	-2.2	-2
Cc1cccc(C)c1NC(=O)C(c1ccccc1)n1c(-c2ccccc2)nc2ccccc21 (centres undefined)	x	-1	-1	1	-1.4	3	0	5.3	-0.8	0.1	-5
O=C1CCCc2c1ccc1ccccc21	-1.0	-1	-28	2	0.9	3	-52	-0.1	-0.9	-1.0	-30
C#CCN(C[C@@H]1[C@@H](OC(=O)Nc2cccs2)[C@@H](OC(=O)Nc2cccs2)C[C@H](C(=O)OC)[C@@H]1C(=O)OC)S(=O)(=O)c1ccc(C)cc1	x	-4	0	4	-1.3	0	6	1.0	-0.1	-0.5	0
CN1C(=O)N(CC(=O)c2ccc3c(c2)OCO3)C(=O)C12CCCCC2	0.2	-1	0	6	-0.8	-4	-4	0.8	-0.6	-0.5	-2
O=C(CN1CCOCC1)Nc1ncc(Cc2cccc(Cl)c2)s1	-1.5	-2	5	-4	-1.7	-5	2	-1.2	-1.5	-0.4	-2
N[C@@H](CO)c1nnc([C@H](CC(=O)O)NC(=O)C2CCNCC2)o1	-0.3	-1	0	-1	-1.3	1	-4	2.1	-1.1	0.1	-3
O=c1oc(=S)oc2c1[C@H](c1ccc(Cl)cc1)O[C@H](C1CC1)C2	x	-2	-1	-6	-1.2	1	-4	0.2	-1.3	0.7	-1
NC(=O)N/N=C1\c2ccccc2-c2c(C(N)=O)cccc21	-0.5	3	-4	3	0.6	-6	-1	1.5	-1.3	-0.1	-20
O=C(NCCc1nccs1)C1CCC(=O)N(CCc2ccc(Cl)cc2)C1 (centres undefined)	1.0	1	-3	-7	-0.3	-5	-2	0.0	-0.8	1.2	-2
CCOC(=O)c1c(S(=O)(=O)NCC(=O)NCc2ccc(C)cc2)c(C)n(C)c1C	-0.5	0	0	-2	-0.6	-6	-4	1.9	-1.4	0.0	-3
O=C(CCN1C(=O)CSC1=O)Nc1ccccc1	-0.4	-2	7	9	-0.8	-4	-1	1.8	-1.0	-0.1	4
COc1ccc(NC(=O)COC(=O)CN2C(=O)C3CCCCC3C2=O)cc1OC (centres undefined)	0.6	-3	4	7	1.0	3	-2	0.3	-0.9	-2.3	-9
Cn1c(=O)c2c(ncn2CC(O)CO)n(C)c1=O (centres undefined)	0.1	-2	0	-1&-4	-0.1	4	-5	6.8	-1.2	0.4	3
CCOc1nnc(C)c2c(C)n(-c3cccc(OC)c3)nc12	-0.8	1	5	6	-2.1	0	1	0.0	-0.6	-0.5	0
CC1=CCC2C(=O)N(c3ccc(C)c(Br)c3)C(=O)C2C1 (centres undefined)	1.4	7	0	1	-2.8	0	-1	-2.2	-1.4	-0.2	4
Cn1nc(-c2ccccc2)cc1NC(=O)Nc1ccc(F)cc1	0.9	2	-2	5	1.1	5	0	0.2	-1.1	0.3	-4
